Bioassay records deposited in PubChem BioAssay by several laboratories.
PPC-1+TRAIL kill – compounds killing PPC-1 cancer cells with TRAIL present, primary screen, TRAIL potentiator project, ATPLite luminescence, uHTS; PPC-1 cells + TRAIL, ATPLite viability luminescence; cell killing (% activity), % at 4 µM; 0.41% of 220,000 active;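 active means cell killing above 50% in the first pass at 4 µM, then a duplicate retest at 5 µM averaging 50% or more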;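 further: plate controls were cells with TRAIL plus DMSO for no effect and medium-only wells lacking cells for full effect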
Wee1 degr inh – Wee1 degradation inhibitors, primary screen, cell-based, HeLa, Wee1K328M-luciferase, luminescence. Wee1-like protein kinase (Homo sapiens), P30291. HeLa Luc-Wee1K328M stability; 100% = proteasome inhibitor MG132 effect. reporter increase, % at 5 µM. 1.2% of 220,000 active. AID 1321, 2008;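 active means activation above the mean of all tested compounds plus 3 SD, set per screening run, cut at about 8.8% in these data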;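 further: cells exposed to compound for 20 h before luminescence read; 0% = DMSO alone and 100% = MG132 at 30 µM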
Target sequence (P30291 whole entry K328M): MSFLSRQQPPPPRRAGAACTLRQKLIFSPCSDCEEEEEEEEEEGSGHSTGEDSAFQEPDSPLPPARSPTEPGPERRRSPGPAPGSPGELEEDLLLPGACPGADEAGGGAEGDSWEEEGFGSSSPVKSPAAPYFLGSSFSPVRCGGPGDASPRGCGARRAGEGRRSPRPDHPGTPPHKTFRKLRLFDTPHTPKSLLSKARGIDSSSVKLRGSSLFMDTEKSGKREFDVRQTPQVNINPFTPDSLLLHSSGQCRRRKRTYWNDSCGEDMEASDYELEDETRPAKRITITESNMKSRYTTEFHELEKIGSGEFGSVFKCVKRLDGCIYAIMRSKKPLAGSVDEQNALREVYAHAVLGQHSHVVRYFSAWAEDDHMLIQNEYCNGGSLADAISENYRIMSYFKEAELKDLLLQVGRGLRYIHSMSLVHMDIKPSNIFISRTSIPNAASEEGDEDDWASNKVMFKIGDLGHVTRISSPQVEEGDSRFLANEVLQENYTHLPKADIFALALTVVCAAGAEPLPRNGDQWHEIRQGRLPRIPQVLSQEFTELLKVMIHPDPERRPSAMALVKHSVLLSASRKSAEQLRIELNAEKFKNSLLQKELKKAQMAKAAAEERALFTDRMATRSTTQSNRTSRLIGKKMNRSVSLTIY
TRPML3 ag – human TRPML3 channel agonists, primary screen, cell-based, HEK293 TRPML3-YFP, Fluo-8 calcium fluorescence, 3 µM; activation, % at 3 µM; 100% = the carbachol control signal; Mucolipin-3 (Homo sapiens), Q8TDD5; 0.29% of 220,000 active; AID 1448, 2008;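 active means activation above its plate's cutoff, the mean activation of the plate's test wells plus 3 SD, cut at about 12% in these data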;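 further: 0% = DMSO only wells and 100% = carbachol wells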
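Test system – HEK293 line with stable expression of human TRPML3-YFP channel · Control set – carbachol 87 µM final as high control (100%), DMSO as low control (0%) · Signal – Fluo-8 calcium dye fluorescence, ex 470-495, em 515-575 nm · Incubation – 1-h 37 °C dye load, 5-s basal, 120-s post-compound reads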
Ba/F3 V617F tox – reduced viability of JAK2V617F-dependent Ba/F3 cells, primary screen, JAK2V617F inhibitor project, cell-based, Ba/F3 EpoR-JAK2V617F, luminescence. ATP luminescence. inhibition, % at 5.6 µM. 1.1% of 220,000 active;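 active means inhibition above the campaign mean plus 3 SD over all tested compounds, cut at about 24% in these data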;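 further: cytokine-independent growth of Ba/F3 cells driven by EpoR plus mutant JAK2; 0% = DMSO-treated cells and 100% = JAK inhibitor I control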
TRPN1 ag – zebrafish TRPN1 channel agonists, primary screen, cell-based, HEK293, calcium fluorescence; transient receptor potential cation channel N1 (TRPN1/NompC), Danio rerio; HEK293 zebrafish TRPN1-YFP, Fluo-8 calcium fluorescence; 100% = response to 87 µM carbachol; activation, % at 3 µM; 0.18% of 220,000 active;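 active means activation above its plate's cutoff, the mean activation of test wells on that plate plus 3 SD, cut at about 19% in these data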;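 further: 0% = DMSO alone and 100% = 87 µM carbachol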
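Material: zebrafish TRPN1-YFP in HEK293 cells. Doses: one dose of 3 µM, 0.3% DMSO. Incubation: dye 1 h 37 °C plus 30 min RT. Measured by: intracellular calcium fluorescence with Fluo-8.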
CHOP inhibitor – inhibitors of CHOP promoter induction, primary screen, cell-based, unfolded protein response, luciferase reporter; CHO-K1 CHOP-promoter luciferase, tunicamycin-induced, 15-18 h; inhibition, % at 10 µM; 3.8% of 220,000 active;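 active means compounds that reduced the stress-induced luciferase reporter signal by more than about 70% of percent inhibition, limit read from the data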;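 further: 0% = tunicamycin plus vehicle and 100% = wells without tunicamycin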
BaF3 tox – parental Ba/F3 cell viability inhibition, counter-screen for JAK2V617F inhibitor project, murine pro-B, CellTiter-Glo luminescence. CellTiter-Glo ATP luminescence. inhibition, % at 5.6 µM. 1.1% of 220,000 active. AID 1486, 2009;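 active means inhibition above a per-campaign cutoff, the mean inhibition of all tested compounds plus 3 SD, cut at about 27% in these data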;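 further: 0% = DMSO wells and 100% = JAK Inhibitor I control wells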
TNF necrop inh – inhibitors of TNF-alpha triggered necroptosis, primary screen, cell-based, Jurkat FADD-/-, single concentration; AID 463075, 2010; 0.068% of 220,000 active; activation (protection from cell death), % at 10 µM; Jurkat FADD-/- TNF necroptosis rescue, ATP luminescence, 24 h; 0 = TNF only, 100 = no-TNF cells;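 active means activation, meaning protection from cell death, of at least 50% relative to plate controls; inactive means activation below 50%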;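 further: necroptosis triggered by 40 ng/mL TNF-alpha added together with compound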
RBBP9 inh – human RBBP9 inhibitors, primary screen, biochemical, fluorescence polarization, FP-Rh probe, HTS. Serine hydrolase RBBP9 (Homo sapiens), O75884. recombinant RBBP9. inhibition, % at 7.94 µM. 0.2% of 220,000 active;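 active means inhibition above the campaign mean of all tested compounds plus 3 SD, cut at about 14% in these data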;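 further: plate controls were DMSO wells with RBBP9 for no effect and wells lacking RBBP9 protein for full effect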
Target sequence (O75884 whole entry, looked up): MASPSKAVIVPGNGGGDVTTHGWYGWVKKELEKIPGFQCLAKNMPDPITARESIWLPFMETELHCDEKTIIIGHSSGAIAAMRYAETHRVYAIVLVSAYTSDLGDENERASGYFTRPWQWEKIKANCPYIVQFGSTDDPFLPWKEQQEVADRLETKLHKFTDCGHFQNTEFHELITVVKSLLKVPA
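System: RBBP9 protein / Buffer or medium: Tris/NaCl buffer pH 8.0 with 0.1% Pluronic / Probe or stimulus: Serine-hydrolase probe FP-Rh, 375 nM pre-mixing / Dosing: 7.94 µM single dose, 0.794% DMSO / Times: enzyme-compound preincubation 30 min, then probe labeling 45 min, 25 °C / Technique: fluorescence polarization (mP), excitation 525 nm, emission 598 nm / Replication: singlicate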
* marks the source's active call; other numbers are inactive results.

Screening O=C(NCCOc1ccccc1)c1ccc2c(c1)OCO2 returned PPC-1+TRAIL kill 27.0, Wee1 degr inh -2.6, TRPML3 ag 0.6, Ba/F3 V617F tox -3.5, TRPN1 ag 0.5, CHOP inhibitor 5.0, BaF3 tox 5.0, TNF necrop inh 0.1 and RBBP9 inh -2.2.
Screening Cn1nnnc1SCC(=O)Nc1ccccc1N1CCOCC1 returned PPC-1+TRAIL kill -13.2, Wee1 degr inh 4.7, TRPML3 ag 0.3, Ba/F3 V617F tox -3.0, TRPN1 ag 0.1, CHOP inhibitor 12.2, BaF3 tox 2.2, TNF necrop inh -2.4 and RBBP9 inh -1.8.
CCC(C)n1c(S(=O)(=O)O)nc2ccccc21 (configuration not stated) was read as PPC-1+TRAIL kill 8.4, Wee1 degr inh 4.0, TRPML3 ag 0.7, Ba/F3 V617F tox 4.4, TRPN1 ag -0.1, CHOP inhibitor 34.0, BaF3 tox 7.2, TNF necrop inh 0.1 and RBBP9 inh 1.1.
Screening Cc1ccc(S(=O)(=O)N2CCCOC2)cc1 returned PPC-1+TRAIL kill -8.0, Wee1 degr inh 3.2, TRPML3 ag 0.6, Ba/F3 V617F tox -4.2, TRPN1 ag -1.1, CHOP inhibitor 8.4, BaF3 tox 1.2, TNF necrop inh 0.3 and RBBP9 inh 1.7.
Screening O=C(C1=C(O)/C(=C/c2ccc(O)cc2)CCC1)C(F)(F)F returned PPC-1+TRAIL kill 13.2, Wee1 degr inh -0.9, TRPML3 ag 1.0, Ba/F3 V617F tox 1.7, TRPN1 ag 0.3, CHOP inhibitor 8.3, BaF3 tox 0.2, TNF necrop inh 0.6 and RBBP9 inh -1.0.
CCC(C)Oc1ccccc1C1CC(=O)NC2=C1C(=O)CCC2 (configuration not stated) was read as PPC-1+TRAIL kill 22.5, Wee1 degr inh 2.5, TRPML3 ag 0.7, Ba/F3 V617F tox 1.4, TRPN1 ag 1.5, BaF3 tox 6.2, TNF necrop inh -14.0 and RBBP9 inh -1.1.
For Cc1ccc(P(=O)(OCCN2CCOCC2)C(C)(C)C)o1 (configuration not stated) the results were PPC-1+TRAIL kill 5.4, Wee1 degr inh 2.6, TRPML3 ag 0.2, Ba/F3 V617F tox 0.4, TRPN1 ag 0.8, CHOP inhibitor -17.1, BaF3 tox 0.9, TNF necrop inh 0.2 and RBBP9 inh -4.7.
For CCCCc1ccc(Nc2ncnc3nc[nH]c23)cc1 the results were PPC-1+TRAIL kill -0.7, Wee1 degr inh 3.4, TRPML3 ag 6.9, Ba/F3 V617F tox -5.1, TRPN1 ag -1.0, CHOP inhibitor 63.0, BaF3 tox 1.0, TNF necrop inh -1.8 and RBBP9 inh -3.5.
For O=C(CSc1nnnn1-c1ccccc1)Nc1ccc(Cl)cc1 the results were PPC-1+TRAIL kill 17.4, Wee1 degr inh -1.6, TRPML3 ag -0.5, Ba/F3 V617F tox 0.2, TRPN1 ag 0.7, CHOP inhibitor 88.3*, BaF3 tox 2.3, TNF necrop inh 1.5 and RBBP9 inh 0.2.
COC(=O)CC1C(=O)NCCN1C(=O)NC1CCCCC1 (configuration not stated) was read as PPC-1+TRAIL kill 14.5, Wee1 degr inh -1.1, TRPML3 ag 1.0, Ba/F3 V617F tox -2.2, TRPN1 ag -0.1, CHOP inhibitor -60.8, BaF3 tox -0.5, TNF necrop inh 0.4 and RBBP9 inh -6.8.
`CCCCC1S/C(=N/N=C/c2cccs2)NC1=O` (configuration not stated) gave PPC-1+TRAIL kill 8.2, Wee1 degr inh 2.4, TRPML3 ag 0.6, Ba/F3 V617F tox 1.1, TRPN1 ag 0.8, CHOP inhibitor -15.0, BaF3 tox 7.6, TNF necrop inh 1.8 and RBBP9 inh 4.2.
For CCN(CC)C(=O)CSC1=N/C(=C/c2ccco2)C(=O)N1c1ccc(OC)c(Cl)c1 the results were PPC-1+TRAIL kill 5.5, Wee1 degr inh 4.3, TRPML3 ag 1.4, Ba/F3 V617F tox 4.3, TRPN1 ag 0.2, CHOP inhibitor -13.6, BaF3 tox 8.8, TNF necrop inh 3.3 and RBBP9 inh 0.2.
For CCOCCOC(=O)c1ccc(-n2cnc(C)n2)nc1 the results were PPC-1+TRAIL kill 15.0, Wee1 degr inh -0.6, TRPML3 ag 0.7, Ba/F3 V617F tox -2.4, TRPN1 ag -1.2, CHOP inhibitor -14.2, BaF3 tox -1.6, TNF necrop inh 1.6 and RBBP9 inh 4.7.
CCOC(=O)C(=O)C1=C(N2CCOCC2)/C(=C\c2cccc([N+](=O)[O-])c2)CC1 was read as PPC-1+TRAIL kill 17.2, Wee1 degr inh 0.8, TRPML3 ag 0.4, Ba/F3 V617F tox -0.8, TRPN1 ag 3.1, CHOP inhibitor -22.8, BaF3 tox 3.8, TNF necrop inh -2.5 and RBBP9 inh -1.3.
CCN(CC)CCCNC(=O)c1sc2nc(-c3ccc(F)cc3)cn2c1C was read as PPC-1+TRAIL kill 12.2, Wee1 degr inh -1.4, TRPML3 ag 0.0, Ba/F3 V617F tox 3.1, TRPN1 ag 2.6, CHOP inhibitor -17.2, BaF3 tox 10.0, TNF necrop inh -3.2 and RBBP9 inh -0.8.
O=C(COC(=O)c1ccc(S(=O)(=O)Nc2ccccc2)cc1)NCCN1C(=O)CSC1=O was read as PPC-1+TRAIL kill -14.7, Wee1 degr inh 2.6, TRPML3 ag 0.9, Ba/F3 V617F tox -2.5, TRPN1 ag -0.7, CHOP inhibitor -6.1, BaF3 tox 2.1, TNF necrop inh -0.4 and RBBP9 inh 1.1.
Cc1ccc(CSc2nnc(C(F)(F)F)n2Cc2ccc(F)cc2)cc1 was read as PPC-1+TRAIL kill 0.4, Wee1 degr inh 3.4, TRPML3 ag -0.6, Ba/F3 V617F tox 1.0, TRPN1 ag -0.9, CHOP inhibitor 30.3, BaF3 tox -1.3, TNF necrop inh -3.0 and RBBP9 inh -6.9.
Screening CCc1cc2c(=O)n(Cc3ccccc3)c(SC3CCOC3=O)nc2s1 (configuration not stated) returned PPC-1+TRAIL kill -10.4, Wee1 degr inh 6.2, TRPML3 ag -0.7, Ba/F3 V617F tox 3.7, TRPN1 ag -0.9, CHOP inhibitor 20.2, BaF3 tox 4.3, TNF necrop inh 0.2 and RBBP9 inh -13.4.
`CC(=O)Nc1ccc(C=C(C(C)=O)C(C)=O)cc1` gave PPC-1+TRAIL kill 11.1, Wee1 degr inh 8.1, TRPML3 ag 0.1, Ba/F3 V617F tox -2.9, TRPN1 ag 1.0, CHOP inhibitor -12.7, BaF3 tox 1.4, TNF necrop inh 3.2 and RBBP9 inh -11.1.
COc1cc(CO)cc(Br)c1OCC(=O)N1CCCCC1 was read as PPC-1+TRAIL kill 10.4, Wee1 degr inh -0.9, TRPML3 ag 0.4, Ba/F3 V617F tox -0.4, TRPN1 ag 0.1, CHOP inhibitor 14.4, BaF3 tox 1.7, TNF necrop inh 0.9 and RBBP9 inh -2.1.
O=C1COc2ccc(C(=O)COC(=O)c3cc(S(=O)(=O)NCc4ccccc4)ccc3O)cc2N1 was read as PPC-1+TRAIL kill 9.4, Wee1 degr inh 2.1, TRPML3 ag 0.7, Ba/F3 V617F tox -0.1, TRPN1 ag 4.0, CHOP inhibitor 24.9, BaF3 tox -7.7, TNF necrop inh 0.9 and RBBP9 inh -6.0.
O=C(COC(=O)c1cc(S(=O)(=O)N2CCCCC2)ccc1N1CCOCC1)NC1CCCCC1 was read as PPC-1+TRAIL kill 0.5, Wee1 degr inh -3.8, TRPML3 ag -0.6, Ba/F3 V617F tox 0.3, TRPN1 ag -0.9, CHOP inhibitor 16.4, BaF3 tox 6.0, TNF necrop inh -2.3 and RBBP9 inh -8.4.
For COc1ccc(C(NC=O)c2cc(OC)c(OC)cc2Br)cc1OC (configuration not stated) the results were PPC-1+TRAIL kill -21.1, Wee1 degr inh -2.8, TRPML3 ag 0.6, Ba/F3 V617F tox -2.4, TRPN1 ag 0.3, CHOP inhibitor -3.0, BaF3 tox 4.7, TNF necrop inh 2.8 and RBBP9 inh 1.4.
`O=C(NCCCNc1ccc(C(F)(F)F)cc1[N+](=O)[O-])c1cc(F)c(F)cc1Cl` gave PPC-1+TRAIL kill 15.6, Wee1 degr inh -1.9, TRPML3 ag 0.7, Ba/F3 V617F tox -5.2, TRPN1 ag 1.0, CHOP inhibitor -1.6, BaF3 tox 1.6, TNF necrop inh -4.6 and RBBP9 inh -0.9.
C/C(=N/NC(=O)Cc1cc(=O)[nH][nH]1)c1ccc([N+](=O)[O-])cc1 was read as PPC-1+TRAIL kill -0.9, Wee1 degr inh -4.1, TRPML3 ag 0.9, Ba/F3 V617F tox -1.2, TRPN1 ag 1.8, CHOP inhibitor -23.1, BaF3 tox 0.9, TNF necrop inh 2.6 and RBBP9 inh -0.9.
`Cc1c(C#N)c(N)c(C(=O)c2ccccc2)n1Cc1ccccc1` gave PPC-1+TRAIL kill 20.6, Wee1 degr inh -3.1, TRPML3 ag -1.1, Ba/F3 V617F tox 0.4, TRPN1 ag -1.5, CHOP inhibitor 4.9, BaF3 tox 4.8, TNF necrop inh 3.4 and RBBP9 inh 7.3.
Cc1c(C(=O)N2CCOCC2)[nH]c2c1C(=O)CC(c1ccccc1Cl)C2 (configuration not stated) was read as PPC-1+TRAIL kill -0.2, Wee1 degr inh 7.8, TRPML3 ag 0.1, Ba/F3 V617F tox 85.0*, TRPN1 ag 2.0, BaF3 tox 83.7*, TNF necrop inh -8.4 and RBBP9 inh -1.8.

For convenience, two of the compounds above:
`Cc1c(C#N)c(N)c(C(=O)c2ccccc2)n1Cc1ccccc1` gave PPC-1+TRAIL kill 20.6, Wee1 degr inh -3.1, TRPML3 ag -1.1, Ba/F3 V617F tox 0.4, TRPN1 ag -1.5, CHOP inhibitor 4.9, BaF3 tox 4.8, TNF necrop inh 3.4 and RBBP9 inh 7.3.
Cc1c(C(=O)N2CCOCC2)[nH]c2c1C(=O)CC(c1ccccc1Cl)C2 (configuration not stated) was read as PPC-1+TRAIL kill -0.2, Wee1 degr inh 7.8, TRPML3 ag 0.1, Ba/F3 V617F tox 85.0*, TRPN1 ag 2.0, BaF3 tox 83.7*, TNF necrop inh -8.4 and RBBP9 inh -1.8.
